Screening data from PubChem.
HDAC3 inh: human HDAC3 inhibition. recombinant HDAC3, fluorogenic peptide/trypsin coupled, fluorescence. inhibition, % at 8.3 µM. 320,000 tested, 0.15% active; in the data active means inhibition above about 26%, passing the limit was not always enough
ANO1 activ: activators or potentiators of mouse TMEM16A chloride channel; B-score at 10 µM; HEK293 TMEM16A/YFP-H148Q/I152L, iodide quench fluorescence; stronger effect = lower value; AID 623877; 340,000 tested, 0.3% active; Q8BHY3;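 active means fluorescence-ratio B-score plate-corrected deviation score at least 3 library SD below zero, with starting fluorescence score within 5 deviations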;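 further: channel opened by trigger with iodide after compound preincubation; score built on the fluorescence ratio of max minus min over baseline; more negative score means more quench and so TMEM16A activation or potentiation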
Target sequence (Q8BHY3 whole entry, looked up): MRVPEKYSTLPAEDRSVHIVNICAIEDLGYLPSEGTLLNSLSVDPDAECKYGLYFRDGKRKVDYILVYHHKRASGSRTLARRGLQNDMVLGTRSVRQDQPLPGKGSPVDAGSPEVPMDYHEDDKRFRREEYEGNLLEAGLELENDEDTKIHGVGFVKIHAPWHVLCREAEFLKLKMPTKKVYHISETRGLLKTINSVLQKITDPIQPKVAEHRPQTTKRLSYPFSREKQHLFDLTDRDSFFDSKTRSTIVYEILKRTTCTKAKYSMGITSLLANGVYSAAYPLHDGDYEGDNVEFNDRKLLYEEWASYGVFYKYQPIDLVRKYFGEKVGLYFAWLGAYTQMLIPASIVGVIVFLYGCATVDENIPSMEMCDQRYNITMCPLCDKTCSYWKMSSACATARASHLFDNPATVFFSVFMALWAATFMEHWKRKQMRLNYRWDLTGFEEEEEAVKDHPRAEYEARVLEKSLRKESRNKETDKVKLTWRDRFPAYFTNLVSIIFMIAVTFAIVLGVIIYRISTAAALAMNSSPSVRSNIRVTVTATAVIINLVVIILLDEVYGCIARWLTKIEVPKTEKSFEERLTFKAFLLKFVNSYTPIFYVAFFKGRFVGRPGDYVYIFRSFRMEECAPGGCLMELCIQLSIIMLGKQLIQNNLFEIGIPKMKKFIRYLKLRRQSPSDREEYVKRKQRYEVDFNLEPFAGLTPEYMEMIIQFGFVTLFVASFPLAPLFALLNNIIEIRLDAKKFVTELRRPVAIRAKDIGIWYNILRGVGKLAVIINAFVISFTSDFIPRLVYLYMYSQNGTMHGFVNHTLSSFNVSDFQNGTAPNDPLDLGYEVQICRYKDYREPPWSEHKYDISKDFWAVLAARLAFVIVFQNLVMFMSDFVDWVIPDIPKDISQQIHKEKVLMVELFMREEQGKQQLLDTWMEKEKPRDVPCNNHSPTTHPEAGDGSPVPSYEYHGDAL
KCNK3 inh: human KCNK3 channel inhibition, primary screen. O14649. CHO-KCNK3 thallium flux, FluxOR fluorescence; stronger effect = lower value. B-score at 10 µM. 340,000 tested, 0.84% active. AID 602410;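 active means B-score under library mean minus 4 SD, starting fluorescence ratio at most library mean plus 5 SD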;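 further: more negative B-score means stronger inhibition of thallium flux through KCNK3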
hERG rescue: shields human hERG channel from block by proarrhythmic agents | CHO-hERG, FluxOR thallium flux, dofetilide IC70 present | 310,000 tested, 0.51% active | Q12809 | activation (rescue from dofetilide block), less the hit threshold, % at 10 µM | AID 1511;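 active means activation above the mean of controls blocked by dofetilide plus 5 SD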;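 further: thallium influx through hERG after potassium depolarization seen as dye fluorescence rise; in these data hits start at about 4.7%; inactives centre near -7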
KCNQ1 block: blocks the human KCNQ1 potassium channel; CHO-K1 KCNQ1, FluxOR thallium flux fluorescence; stronger effect = higher value; B-score at 10 µM; 310,000 tested, 1.3% active;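 active means compounds whose thallium flux B-score, printed positive for inhibition, exceeds three library SD while starting fluorescence stays within three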;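 further: channel opened by potassium depolarization with thallium stimulus after 20 min compound exposure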
RGS4 pot: RGS4 potentiation or activation. HEK293 M3R/inducible RGS4, carbachol calcium flux Fluo4; stronger effect = lower value. AID 463111. 310,000 tested, 0.92% active. B-score at 10 µM;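 active means B-score of the integrated calcium signal more than 4 SD below the library mean, with starting fluorescence not abnormally high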;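 further: negative B-score means reduced calcium response which marks RGS4 activation or potentiation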
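Assay system: HEK293 FlpIn-TREx cells, stable M3R, doxycycline-inducible RGS4 / Probe or stimulus: carbachol, ECmax concentration / Times: overnight RGS4 induction, 30 min dye load 37 °C, 20 min compound RT / Signal: kinetic calcium fluorescence imaging with Fluo4-AM dye, 2 µM / Measure: Agonist-evoked peak-minus-minimum fluorescence over baseline, integrated ratio, B score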
KCNK9 inh: human KCNK9 channel inhibition; B-score at 10 µM; Q9NPC2; 310,000 tested, 1.2% active; HEK293 KCNK9, FluxOR thallium flux fluorescence; stronger effect = lower value;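 active means ratio B-score over 3 SD below the library mean, with starting fluorescence within 5 SD of its mean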;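 further: negative B-score means less thallium flux so channel inhibition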
RGS4 block: inhibitors of human RGS4; HEK293 M3R/RGS4 inducible, Fluo-4 calcium flux; stronger effect = higher value; triggered by carbachol at its EC20; B-score at 10 µM; 310,000 tested, 0.45% active;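 active means B-score, a plate-corrected calcium signal, over three deviations above library mean, with baseline fluorescence within five deviations of library mean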;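 further: RGS4 expression induced by doxycycline in cells with stable M3 receptor; B-score is computed from the integrated fluorescence ratio over baseline after carbachol; higher B-score means a larger calcium signal and so more RGS4 inhibition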
ANO1 block: mouse TMEM16A channel inhibition, primary screen; HEK293 TMEM16A/YFP iodide influx fluorescence, ionomycin; normalized B-score (activity score, 25-100; higher = stronger inhibition) at 10 µM; 310,000 tested, 1.2% active; AID 588511;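 active means ratio plate-corrected score three or more library SD toward inhibition, starting fluorescence score within five deviations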;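 further: score derived from kinetic fluorescence span divided by baseline fluorescence per well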
KCNQ1 act: potentiates or activates the human KCNQ1 potassium channel | 310,000 tested, 0.35% active | P51787 | B-score at 10 µM | CHO-K1 KCNQ1, thallium flux FluxOR fluorescence; stronger effect = higher value | AID 2648;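 active means fluorescence ratio B-score, a plate-corrected score, at least three library SD, with initial intensity B-score within 5 SD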
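assay system = CHO-K1 cells stably expressing KCNQ1 | medium = assay buffer, equal DMSO in all wells | timing = 37 °C overnight plating, 90-min dark dye load, 20-min compound pretreatment | measured by = kinetic FluxOR thallium fluorescence, 10-s 1-Hz baseline, 110-s post-stimulus read | measure = fluorescence change relative to baseline, converted to B score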
SKKanGAS inh: inhibitors of SKKanGAS S. pyogenes growth in kanamycin (SK-promoter or general growth effect). inhibition, % at 7.5 µM. BacTiter-Glo, 6 h. 300,000 tested, 1.3% active;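 active means mean replicate score, as percent of positive control median, at least 50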;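 further: strain carries kanamycin resistance gene driven by streptokinase promoter and grows in 40 µg/ml kanamycin; loss of luminescence reflects streptokinase promoter inhibition or plain growth inhibition; 0% = median of DMSO wells and 100% = positive control at its reference dose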
* marks the source's active call; other numbers are inactive results.

For Cc1nc(SCC(=O)O)c(C#N)c(C)c1CC(=O)c1ccccc1 the results were HDAC3 inh 1.7, ANO1 activ inactive, KCNK3 inh inactive, hERG rescue -9.8, KCNQ1 block inactive, RGS4 pot inactive, KCNK9 inh inactive, RGS4 block inactive, ANO1 block inactive, KCNQ1 act inactive and SKKanGAS inh -9.6.
Screening CCn1c(SCC(=O)N2CCN(c3ccccc3)CC2)nnc1-c1c[nH]c2ccccc12 returned HDAC3 inh -1.0, ANO1 activ inactive, KCNK3 inh inactive, hERG rescue -26.2, KCNQ1 block inactive, RGS4 pot inactive, KCNK9 inh inactive, RGS4 block inactive, ANO1 block inactive, KCNQ1 act inactive and SKKanGAS inh 3.2.
For Cc1cc(=O)oc2cc(OCC(=O)OCC(=O)NCCc3ccccc3)ccc12 the results were HDAC3 inh -9.0, ANO1 activ inactive, KCNK3 inh inactive, hERG rescue -11.6, KCNQ1 block inactive, RGS4 pot inactive, KCNK9 inh inactive, RGS4 block inactive, ANO1 block inactive, KCNQ1 act inactive and SKKanGAS inh 2.3.
For COc1ccc(CNC(=O)CSc2nnc3c(n2)[nH]c2ccc(C)cc23)cc1 the results were HDAC3 inh -11.3, ANO1 activ inactive, KCNK3 inh inactive, hERG rescue -4.1, KCNQ1 block inactive, RGS4 pot inactive, KCNK9 inh inactive, RGS4 block inactive, ANO1 block inactive, KCNQ1 act inactive and SKKanGAS inh 19.8.
For N#Cc1ccc(-c2ccc(OCC(=O)NCC(=O)Nc3ccc(F)c(F)c3F)cc2)cc1 the results were HDAC3 inh -3.2, ANO1 activ inactive, KCNK3 inh inactive, hERG rescue -2.7, KCNQ1 block inactive, RGS4 pot inactive, KCNK9 inh inactive, RGS4 block inactive, ANO1 block inactive, KCNQ1 act inactive and SKKanGAS inh 5.7.
For Cc1ccc(C(=O)C2CCN(CC(=O)Nc3ccccc3C)CC2)cc1 the results were HDAC3 inh -4.9, ANO1 activ inactive, KCNK3 inh inactive, hERG rescue -5.7, KCNQ1 block inactive, RGS4 pot inactive, KCNK9 inh inactive, RGS4 block inactive, ANO1 block inactive, KCNQ1 act inactive and SKKanGAS inh -2.1.
For CSc1ccccc1NC(=O)c1ccccc1N(C)S(C)(=O)=O the results were HDAC3 inh -3.4, ANO1 activ inactive, KCNK3 inh inactive, hERG rescue -7.3, KCNQ1 block inactive, RGS4 pot inactive, KCNK9 inh inactive, RGS4 block inactive, ANO1 block inactive, KCNQ1 act inactive and SKKanGAS inh -1.2.
`COc1ccc(OCC(O)CNS(=O)(=O)c2ccc(NC(C)=O)cc2)cc1` (stereo not drawn) gave HDAC3 inh 5.5, ANO1 activ inactive, KCNK3 inh inactive, hERG rescue -3.6, KCNQ1 block inactive, RGS4 pot inactive, KCNK9 inh inactive, RGS4 block inactive, ANO1 block inactive, KCNQ1 act inactive and SKKanGAS inh -3.9.
For Cc1ccc(OCC(=O)N2CC3(C)CC2CC(C)(C)C3)cc1 (stereo not drawn) the results were HDAC3 inh -6.4, ANO1 activ inactive, KCNK3 inh inactive, hERG rescue -9.1, KCNQ1 block inactive, RGS4 pot inactive, KCNK9 inh inactive, RGS4 block inactive, ANO1 block inactive, KCNQ1 act inactive and SKKanGAS inh 7.7.
`CNC(=O)c1ccc(-c2ccccc2)s1` gave HDAC3 inh -14.6, ANO1 activ inactive, KCNK3 inh inactive, hERG rescue -4.5, KCNQ1 block inactive, RGS4 pot inactive, KCNK9 inh inactive, RGS4 block inactive, ANO1 block inactive, KCNQ1 act inactive and SKKanGAS inh -5.0.
Screening CCCOc1cc(C)c(Cl)cc1S(=O)(=O)N(CC)CC returned HDAC3 inh 8.6, ANO1 activ inactive, KCNK3 inh -11.2*, hERG rescue -0.4, KCNQ1 block inactive, RGS4 pot inactive, KCNK9 inh inactive, RGS4 block inactive, ANO1 block inactive, KCNQ1 act inactive and SKKanGAS inh 13.1.
Screening Cn1c(SCC(=O)N2CCc3ccccc32)nc2cccnc21 returned HDAC3 inh 1.4, ANO1 activ inactive, KCNK3 inh inactive, hERG rescue -2.3, KCNQ1 block inactive, RGS4 pot inactive, KCNK9 inh inactive, RGS4 block inactive, ANO1 block inactive, KCNQ1 act inactive and SKKanGAS inh -5.7.
`Cc1ccc(S(=O)(=O)N2CCN(C(=O)c3ccc(Br)o3)CC2)c(C)c1` gave HDAC3 inh 0.8, ANO1 activ inactive, KCNK3 inh inactive, hERG rescue -11.9, KCNQ1 block inactive, RGS4 pot inactive, KCNK9 inh inactive, RGS4 block inactive, ANO1 block inactive, KCNQ1 act 11* and SKKanGAS inh -1.3.
Screening CC(C)Oc1ccc(C2C(C(=O)c3ccco3)=C(O)C(=O)N2Cc2cccnc2)cc1 (stereo not drawn) returned HDAC3 inh -1.6, ANO1 activ inactive, KCNK3 inh inactive, hERG rescue -14.0, KCNQ1 block inactive, RGS4 pot inactive, KCNK9 inh inactive, RGS4 block inactive, ANO1 block inactive, KCNQ1 act inactive and SKKanGAS inh 9.4.
For COc1ccc(NC(=O)Nc2ccccn2)cc1OC the results were HDAC3 inh -9.9, ANO1 activ inactive, KCNK3 inh inactive, hERG rescue -5.3, KCNQ1 block inactive, RGS4 pot inactive, KCNK9 inh inactive, RGS4 block inactive, ANO1 block inactive, KCNQ1 act inactive and SKKanGAS inh -7.6.
COCc1nnc(NC(=O)CS(=O)(=O)Cc2ccccc2)s1 was read as HDAC3 inh -1.2, ANO1 activ inactive, KCNK3 inh inactive, hERG rescue -3.8, KCNQ1 block inactive, RGS4 pot inactive, KCNK9 inh inactive, RGS4 block inactive, ANO1 block inactive, KCNQ1 act inactive and SKKanGAS inh 0.4.
`Cc1ccc(C(C(=O)NC2CCCC2)N(C(=O)CNC(=O)c2ccco2)c2ccccc2)o1` (stereo not drawn) gave HDAC3 inh 0.1, ANO1 activ inactive, KCNK3 inh inactive, hERG rescue -1.5, KCNQ1 block inactive, RGS4 pot inactive, KCNK9 inh inactive, RGS4 block inactive, ANO1 block inactive, KCNQ1 act inactive and SKKanGAS inh -0.9.
Screening CCCCN(C)C(=O)Cn1cnc2sc(C)c(S(=O)(=O)N3CCN(c4ccccc4OC)CC3)c2c1=O returned HDAC3 inh 2.0, ANO1 activ inactive, KCNK3 inh inactive, hERG rescue -1.1, KCNQ1 block inactive, RGS4 pot inactive, KCNK9 inh inactive, RGS4 block inactive, ANO1 block inactive, KCNQ1 act inactive and SKKanGAS inh 0.3.
For O/N=C/c1ccccc1Oc1ccccc1 the results were HDAC3 inh 1.7, ANO1 activ inactive, KCNK3 inh inactive, hERG rescue -2.3, KCNQ1 block inactive, RGS4 pot inactive, KCNK9 inh inactive, RGS4 block inactive, ANO1 block inactive, KCNQ1 act inactive and SKKanGAS inh 2.6.
Cc1[nH]c2ccccc2c1C(=O)/C=C\c1ccccc1Cl was read as HDAC3 inh 7.2, ANO1 activ inactive, KCNK3 inh inactive, hERG rescue -2.6, KCNQ1 block inactive, RGS4 pot inactive, KCNK9 inh inactive, RGS4 block inactive, ANO1 block inactive, KCNQ1 act inactive and SKKanGAS inh -10.4.
COc1ccc(N2CCN(C3CC(=O)N(Cc4ccc(N5CCCC5=O)cc4)C3=O)CC2)cc1 (stereo not drawn) was read as HDAC3 inh 0.5, ANO1 activ inactive, KCNK3 inh inactive, hERG rescue -3.9, KCNQ1 block inactive, RGS4 pot inactive, KCNK9 inh inactive, RGS4 block inactive, ANO1 block inactive, KCNQ1 act inactive and SKKanGAS inh 0.8.
`COc1ccc(Nc2oc(-c3ccccc3F)nc2C#N)cc1` gave HDAC3 inh -4.1, ANO1 activ inactive, KCNK3 inh inactive, hERG rescue -5.1, KCNQ1 block inactive, RGS4 pot inactive, KCNK9 inh inactive, RGS4 block inactive, ANO1 block inactive, KCNQ1 act inactive and SKKanGAS inh -6.5.
`O=C(Nc1ccc2c(c1)Cc1ccccc1-2)c1ccccc1F` gave HDAC3 inh -2.5, ANO1 activ inactive, KCNK3 inh inactive, hERG rescue -3.4, KCNQ1 block inactive, RGS4 pot inactive, KCNK9 inh inactive, RGS4 block inactive, ANO1 block inactive, KCNQ1 act inactive and SKKanGAS inh -2.4.
Screening COc1ccc(-c2c(NCCc3ccccc3)c(=O)c2=O)cc1 returned HDAC3 inh 5.5, ANO1 activ inactive, KCNK3 inh inactive, hERG rescue -3.8, KCNQ1 block inactive, RGS4 pot inactive, KCNK9 inh inactive, RGS4 block inactive, ANO1 block inactive, KCNQ1 act inactive and SKKanGAS inh -2.8.
`CC1CCCN(c2nc(N(C)c3ccccc3)nc(N)c2[N+](=O)[O-])C1` (stereo not drawn) gave HDAC3 inh 5.3, ANO1 activ inactive, KCNK3 inh inactive, hERG rescue -14.7, KCNQ1 block inactive, RGS4 pot inactive, KCNK9 inh inactive, RGS4 block inactive, ANO1 block inactive, KCNQ1 act inactive and SKKanGAS inh -10.3.
`O=C(CSc1ccc2nnc(-c3ccc(F)cc3)n2n1)N1CCOCC1` gave HDAC3 inh -10.6, ANO1 activ inactive, KCNK3 inh inactive, hERG rescue -21.4, KCNQ1 block inactive, RGS4 pot inactive, KCNK9 inh inactive, RGS4 block inactive, ANO1 block inactive, KCNQ1 act inactive and SKKanGAS inh -5.3.
`O=c1oc2ccccc2n1CCCCCn1c(=O)oc2ccccc21` gave HDAC3 inh -6.1, ANO1 activ inactive, KCNK3 inh inactive, hERG rescue -6.0, KCNQ1 block inactive, RGS4 pot inactive, KCNK9 inh inactive, RGS4 block inactive, ANO1 block inactive, KCNQ1 act inactive and SKKanGAS inh 10.3.
CC(C)Oc1ccccc1/C=N/NC(=O)c1ccc(F)cc1 was read as HDAC3 inh 3.0, ANO1 activ inactive, KCNK3 inh inactive, hERG rescue -13.9, KCNQ1 block inactive, RGS4 pot inactive, KCNK9 inh inactive, RGS4 block inactive, ANO1 block inactive, KCNQ1 act inactive and SKKanGAS inh -4.3.
O=C(N/N=C/c1cccnc1)c1ccccc1OCc1cccc(Br)c1 was read as HDAC3 inh 4.1, ANO1 activ inactive, KCNK3 inh inactive, hERG rescue -10.8, KCNQ1 block inactive, RGS4 pot inactive, KCNK9 inh inactive, RGS4 block inactive, ANO1 block inactive, KCNQ1 act inactive and SKKanGAS inh 3.9.
Screening COc1ccc(OC)c(-c2nc(C(N)=O)c3[nH]c(=O)n(-c4ccc(F)cc4)c3n2)c1 returned HDAC3 inh 1.2, ANO1 activ inactive, KCNK3 inh inactive, hERG rescue -7.0, KCNQ1 block inactive, RGS4 pot inactive, KCNK9 inh inactive, RGS4 block inactive, ANO1 block inactive, KCNQ1 act inactive and SKKanGAS inh 5.5.
